# Mdm2-MdmX inh: inhibitors of human Mdm2/MdmX interaction; O15151+Q00987; SaOS-2 split-luciferase Mdm2/MdmX complementation, luminescence; inhibition, % at 8 µM; hit rate 3% among 330,000; AID 485346;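 active = inhibition of at least 50% at 8 µM in the primary screen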
# Target sequence (O15151 whole entry, looked up): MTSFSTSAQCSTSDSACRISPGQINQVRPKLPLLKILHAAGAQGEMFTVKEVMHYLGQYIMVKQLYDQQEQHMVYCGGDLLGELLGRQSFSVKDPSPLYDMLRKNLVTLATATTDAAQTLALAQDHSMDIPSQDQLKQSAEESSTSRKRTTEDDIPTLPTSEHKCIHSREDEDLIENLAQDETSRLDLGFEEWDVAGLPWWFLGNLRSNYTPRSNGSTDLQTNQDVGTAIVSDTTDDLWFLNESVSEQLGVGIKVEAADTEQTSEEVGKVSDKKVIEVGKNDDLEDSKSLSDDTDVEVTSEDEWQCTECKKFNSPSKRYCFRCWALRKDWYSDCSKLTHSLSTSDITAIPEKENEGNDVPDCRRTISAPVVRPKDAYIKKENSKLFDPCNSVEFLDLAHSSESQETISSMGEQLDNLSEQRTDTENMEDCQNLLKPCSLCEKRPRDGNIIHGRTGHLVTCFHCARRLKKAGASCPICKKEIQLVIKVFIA
# Target sequence (Q00987 whole entry, looked up): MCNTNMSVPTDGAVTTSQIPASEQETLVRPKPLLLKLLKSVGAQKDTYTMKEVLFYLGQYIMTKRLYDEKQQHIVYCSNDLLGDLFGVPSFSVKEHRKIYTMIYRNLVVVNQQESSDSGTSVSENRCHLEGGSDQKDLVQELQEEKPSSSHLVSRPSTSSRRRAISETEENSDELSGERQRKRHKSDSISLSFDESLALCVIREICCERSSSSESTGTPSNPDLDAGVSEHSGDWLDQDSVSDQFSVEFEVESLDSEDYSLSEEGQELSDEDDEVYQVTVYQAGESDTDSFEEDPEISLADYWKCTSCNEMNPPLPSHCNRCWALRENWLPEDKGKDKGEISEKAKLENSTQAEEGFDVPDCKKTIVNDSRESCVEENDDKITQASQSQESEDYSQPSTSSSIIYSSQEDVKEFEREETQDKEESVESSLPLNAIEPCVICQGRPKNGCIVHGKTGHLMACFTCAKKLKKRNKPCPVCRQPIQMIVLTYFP
# UPR CHOP act: activators of apoptotic arm of unfolded protein response (CHOP); CHO-CHOP luciferase reporter, UPR activation, luminescence; percent of tunicamycin response over DMSO baseline; activation, % at 10 µM; hit rate 0.34% among 330,000;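 active = at 10 µM dose, activation of 40% or more, normalized to positive control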;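 also: 100% = tunicamycin at 10 µg/mL and 0% = DMSO alone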
#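 System: CHO-CHOP luciferase reporter cell line | Buffer or medium: F12 medium containing 10% fetal bovine serum | Doses: One dose, 10 µM in 0.5% DMSO | Times: 6 h compound exposure at 37 °C after overnight seeding | Signal: Luciferase luminescence | Read-out: % activation vs tunicamycin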
# APJ antagonist: blocks the human apelin receptor APJ; CHO-K1 APJ beta-arrestin complementation, luminescence; inhibition, % at 20 µM; hit rate 0.32% among 330,000; AID 2521;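 active = inhibition above about 40% at 20 µM, limit read from the data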;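 also: cells challenged with 10 nM apelin-13 agonist together with compound; plate controls were apelin-13 plus DMSO wells for no effect and DMSO wells lacking apelin-13 for full effect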
# XBP1 UPR activ: adaptive UPR (XBP1) activation; CHO-XBP1 luciferase reporter, IRE1-XBP1 UPR activation, luminescence; percent of tunicamycin response, DMSO as zero; activation, % at 20 µM; hit rate 0.33% among 330,000;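 active = versus positive control, 20 µM dose yields 30% or more activation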;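 also: 100% = tunicamycin at 10 µg/mL and 0% = DMSO only wells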
#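 Material: CHO-XBP1 cells stably carrying IRE1-XBP1-driven luciferase reporter / Amount: 1000 cells per well / Compound: 20 µM, 1% DMSO / Times: 6 h treatment, 37 °C / Detection: luciferase luminescence / Measure: % activation of reporter signal versus tunicamycin and DMSO controls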
# CXCR6 block: inhibitors of human CXCR6 receptor | O00574 | CHO-K1 PathHunter CXCR6 beta-arrestin, luminescence | inhibition, % at 20 µM | hit rate 0.36% among 360,000 | AID 602244; in the data active = inhibition above about 34%, passing the limit was not always enough;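 also: antagonist mode with CXCL16 agonist at 10 nM final; 0% = 10 nM CXCL16 with DMSO and 100% = unstimulated wells without agonist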
# APJ agonist: activates the human apelin receptor APJ; P35414; hit rate 0.11% among 330,000; AID 2520; activation, % at 20 µM; CHO-K1 APJ PathHunter beta-arrestin, luminescence; 0% DMSO wells, 100% apelin;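 active = activation more than six SD over the plate average, tested at 20 µM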;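 also: 0% = DMSO alone and 100% = apelin-13 at 10 nM; some results filed as inactive read as strong as hits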
#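 Material: engineered CHO-K1 APJ arrestin reporter cells; amount: 1000 CHO-K1 reporter cells seeded per well; incubation: compound stimulation 90 min at 25 °C, detection 60 min; signal: luminescent beta-gal fragment complementation, chemiluminescent substrate; read-out basis: APJ agonist activity; controls: DMSO-only wells as negative, 10 nM Apelin-13 as positive control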
# TIM10 inh: TIM10 yeast growth inhibition | S. cerevisiae TIM10 strain growth, BacTiter-Glo luminescence, 24 h | inhibition, % at 10 µM | hit rate 1.4% among 330,000 | AID 463195;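 active = inhibition of 40% or more at the single tested concentration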;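 also: wild-type TIM10 isogenic control strain grown at permissive 25 °C; 0% = DMSO yeast wells and 100% = minimal medium wells without yeast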
# tim10-1 inh: growth inhibitors of tim10-1 mutant yeast; inhibition, % at 20 µM; S. cerevisiae tim10-1 ts strain growth, BacTiter-Glo, 24 h; AID 463190; hit rate 2.2% among 330,000;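 active = inhibition of at least 40%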;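 also: mutant grown at 25 °C; 0% = DMSO wells with yeast and 100% = wells holding no yeast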
# tim23-1 inh: tim23-1 yeast growth inhibition. S. cerevisiae tim23-1 growth, BacTiter-Glo luminescence, 24 h. inhibition, % at 20 µM. hit rate 1.3% among 330,000. AID 463212;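 active = growth inhibition of the mutant yeast at or above 50%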;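 also: temperature-sensitive mutant grown at 25 °C; plate controls were DMSO-treated mutant yeast for no effect and medium wells lacking yeast for full effect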
# Starred values were filed as active, the others as inactive; nt = no result given. The list is partial (hit frequency here may not be typical).
nr	canonical_smiles	Mdm2-MdmX inh	UPR CHOP act	APJ antagonist	XBP1 UPR activ	CXCR6 block	APJ agonist	TIM10 inh	tim10-1 inh	tim23-1 inh
1	COc1cc(OC)c(C(=O)OCC(=O)Nc2ccc(S(=O)(=O)N3CCOCC3)cc2)cc1OC	15	0.1	5	5	-7	-4	-1	-5	11
2	O=C(NC(=S)Nc1cccc2cc(O)ccc12)c1ccco1	19	0.9	0	-5	1	-5	3	29	22
3	COc1c(Cl)cc(C(=O)Nc2ccc(Cl)cn2)cc1Cl	-19	4.0	-31	1	-3	6	11	12	11
4	Cc1ccc(-c2nc3ncccc3o2)cc1NC(=O)c1cccs1	9	-2.8	-1	-2	1	-1	4	13	-2
5	Cn1c(SCC(=O)N2c3ccccc3Sc3ccc(Cl)cc32)nnc1-c1ccco1	-5	6.2	-5	-1	0	-5	11	-9	-1
6	CCc1ccc(C(=O)Nc2nc3ccccc3[nH]2)cc1	56*	-6.0	3	-10	-9	0	19	0	8
7	CC(=O)c1ccc(OCCCC(=O)NC(C)c2ccc(S(N)(=O)=O)cc2)cc1 (stereo not given)	24	-1.6	10	-1	7	-3	6	8	-2
8	CC(=O)Nc1cccc(NC(=O)CCN2C(=O)c3ccccc3S2(=O)=O)c1	10	0.9	4	-2	-3	0	-9	-1	-2
9	COc1ccc(C(C)N2CC34C=CC(O3)C(C(=O)OCC(C)C)C4C2=O)cc1 (stereo not given)	7	-0.1	11	0	nt	-3	-9	5	8
10	O=C(Cn1ccc(NC(=O)OCc2ccccc2)nc1=O)NCCc1ccccn1	-13	0.4	8	-2	3	-3	0	3	4
11	COc1ccc(N(CC(=O)NCc2ccco2)S(=O)(=O)c2ccccc2)cc1	14	-1.1	-22	-2	-6	-2	3	5	23
12	Cc1cccc(NC(=O)c2cnn(C)c2)c1C	9	0.6	10	1	-1	1	-9	14	10
13	CCOc1ccccc1N1CCN(C(=O)c2ccc3[nH]c(C)c(C)c3c2)CC1	49	0.5	11	-1	3	2	15	49*	38
14	Cc1ccccc1NC(=O)N1CCCN(c2ccc(C#N)cn2)CC1	2	1.5	-10	-2	9	0	-4	4	5
15	Cn1ccnc1SCc1cn2cc(Br)ccc2n1	37	-6.8	1	-12	0	-4	8	10	14
16	Cc1ccc[n+](Cc2ccc([N+](=O)[O-])cc2)c1	12	1.3	-5	-2	7	-3	2	-6	-3
17	Cc1ccc(CNC(=O)C(=O)NCC2OCCCN2S(=O)(=O)c2ccc(F)cc2)cc1 (stereo not given)	9	0.4	-11	-2	-5	8	-3	4	3
18	CCOC(=O)C1=C(CN2CC(C)CC(C)C2)NC(=O)NC1c1ccc2c(c1)OCO2 (stereo not given)	17	1.2	8	-1	-6	-2	-22	-3	10
19	NC(=O)c1ccc(NCc2ccco2)c([N+](=O)[O-])c1	7	1.6	5	-3	6	-3	-4	12	-2
20	CCCn1c(SCc2ccc(Cl)cc2)nc2c1c(=O)[nH]c(=O)n2C	19	1.1	5	19	12	1	-9	11	24
21	OC1(c2cccs2)CN(c2ccccc2)C2=[N+]1CCCC2 (stereo not given)	-13	0.4	16	-1	-2	0	2	18	8
22	CC(C)CCOc1ccc(Cl)cc1CN1CCOCC1	-30	1.0	1	2	-8	2	-47	-20	15
23	COc1ccc2c(c1)c(C(=O)OCCN(C)C)c(C)n2C	27	2.6	3	-1	7	-5	8	5	0
24	CCCN1CCC(=O)N([C@H](COc2ccccc2)CC(C)C)CC1	-14	0.2	-19	2	-6	-3	7	8	18
25	CCOc1cc(C(=S)N2CCOCC2)ccc1OS(=O)(=O)c1ccc(OC)cc1	6	-1.5	-13	-4	-4	-2	9	-1	30
26	[O-]/[N+](=C/c1ccccc1)c1ccccc1	10	3.7	17	1	4	-4	-1	-11	-3
27	COc1ccc(N2C(=O)CC(NNC(=O)c3cc(C)oc3C)C2=O)cc1 (stereo not given)	-1	0.3	-24	1	-8	-3	2	0	16
28	CC(C)Oc1cc(S(=O)(=O)N2CCCCC2)ccc1N	6	-0.6	0	-2	-10	-2	16	18	7
29	O=C(Nc1ccc2c(c1)nc1n2CCSC1)c1ccco1	-17	-3.1	-5	-4	-4	6	60*	31	47
30	COc1ccc(C(CNC(=O)C(CC(C)C)NS(=O)(=O)c2ccc(C)cc2)N2CCOCC2)cc1 (stereo not given)	18	-1.8	8	1	-3	-4	23	-3	25

# Records listed so far marked active in Mdm2-MdmX inh:
no.	compound	Mdm2-MdmX inh	APJ antagonist	XBP1 UPR activ	CXCR6 block
6	CCc1ccc(C(=O)Nc2nc3ccccc3[nH]2)cc1	56*	3	-10	-9

# Next results follow.
nr	canonical_smiles	Mdm2-MdmX inh	UPR CHOP act	APJ antagonist	XBP1 UPR activ	CXCR6 block	APJ agonist	TIM10 inh	tim10-1 inh	tim23-1 inh
31	COc1ccc(N2CCN(CC(=O)Nc3nc4c(s3)CC(C)CC4)CC2)cc1 (stereo not given)	6	-1.6	-7	-7	4	-4	-11	19	19
32	CCOCCCNc1c(CC)c(C)c(C#N)c2nc3ccccc3n12	8	0.3	1	-4	12	-4	11	24	44
33	Cc1ccc(-c2csc(SCC(=O)c3c(N)n(C4CC4)c(=O)[nH]c3=O)n2)cc1	33	-1.1	15	0	-1	5	-9	-19	-13
34	CC1(NS(=O)(=O)c2ccc(Cl)s2)CCS(=O)(=O)C1 (stereo not given)	14	0.8	11	0	-8	-4	-14	-9	7
35	CN(C)CCCN(C(=O)c1ccc(S(=O)(=O)N2CCc3ccccc3C2)cc1)c1nc2ccc(F)cc2s1	97*	24	2	31*	-9	47*	57*	59*	30
36	CC[n+]1c(/C=C(/C)SC)sc2ccccc21	24	-2.6	9	4	-6	-1	-2	-5	5
37	CCc1c(C2(O)CCCCC2)[nH]c2ncccc12	-26	4.1	15	2	-8	-3	15	24	33
38	Cc1nc2nc(CCc3ccccc3)nn2c(C)c1Cl	-4	1.7	0	1	-4	-3	16	37	15
39	COc1ccc(-c2cc(C3CCN(Cc4cccc(C(F)(F)F)c4)CC3)[nH]n2)cc1	10	-3.9	-5	-1	3	1	22	22	22
40	Cc1cc(C)nc(SCC(=O)N/N=C\C(Br)=C\c2ccccc2)n1	-1	0.2	9	-2	1	-2	13	11	4
41	O=C(CCc1nc2ccccc2c(=O)[nH]1)NCc1ccccn1	-10	-0.2	22	0	3	0	-2	4	-1
42	O=[N+]([O-])c1cnc(Sc2ccncn2)s1	97*	-9.0	55*	-10	75*	14	82*	47*	68*
43	CC(=O)NNC(=O)c1nc(-c2ccccc2)c(C)o1	18	0.5	6	-3	5	3	-3	-11	11
44	CCOC(=O)C1CCN(C(=O)c2sc3nc(-c4ccc(F)cc4)cn3c2C)CC1	-11	-0.5	1	-3	4	-2	78*	74*	43
45	COc1cccc(NC(=O)C2CCCN2C(=O)Nc2ccccc2F)c1 (stereo not given)	-8	-1.4	-1	-1	-1	4	0	-10	-4
46	COCc1nnc(NC(=O)COc2ccc3c(c2)OCO3)s1	23	1.1	13	0	2	-1	4	0	11
47	CCc1ccccc1-n1c(SCC(=O)NC)nnc1-c1ccco1	-7	2.3	16	1	12	0	-14	2	5
48	NCCCCc1ccc2ccc3cccc4ccc1c2c34	39	-0.2	21	2	-2	3	7	32	50*
49	COc1cccc(/C(O)=C2/C(=O)C(=O)N(CCN(C)C)C2c2ccccn2)c1 (stereo not given)	11	-0.1	13	-1	-13	0	-11	8	3
50	O=C(NCCN1CCOCC1)c1ccc(Cl)cc1O	-2	0.4	17	9	1	-3	10	-14	7
51	COc1ccc(S(=O)(=O)Nc2ccc(C(F)(F)F)cc2)cc1OC	2	19	1	0	10	5	-16	15	14
52	C=CCn1c(SCC(=O)N(CCC)C2CCS(=O)(=O)C2)nnc1-c1ccccc1OC (stereo not given)	-25	0.0	2	-1	8	6	-9	-23	-56
53	Nc1ncnc(Nc2ccc(F)c(Cl)c2)n1	-4	0.2	1	3	-1	1	-11	-9	-3
54	COc1cccc(-n2nc(C(C)=O)c(=O)[nH]c2=O)c1	-16	0.2	-21	-2	3	2	-13	15	12
55	CCCN(C(=O)c1c(CC)noc1C)c1c(N)n(Cc2ccccc2)c(=O)[nH]c1=O	11	2.1	6	3	4	-1	0	6	15
56	CCCCc1ccc(S(=O)(=O)N/N=C(/C)c2ccncc2)cc1	12	0.0	-11	-2	-2	1	6	-11	5
57	CC(=O)Nc1sc(C)c(C)c1C(=O)OCC(=O)N(CC(C)C)c1c(N)n(Cc2ccccc2)c(=O)[nH]c1=O	100*	1.3	15	1	0	9	5	4	2
58	CCc1nc(Cl)c(C#N)c2c1CCCC2	15	-3.0	0	10	-12	-3	11	9	19
59	CCCCn1c(N)c(N(CCOC)C(=O)COC(=O)Cc2cccc(OC)c2)c(=O)[nH]c1=O	-10	0.7	5	-2	-7	-4	0	2	-7
60	Cc1ccc(-c2nnc3ccc(SCC(=O)N4CCCc5ccccc54)nn23)cc1	36	2.7	-3	-1	18	1	-19	-4	7
61	CC(C)N(Cc1ccccc1)C(=O)COC(=O)C1CCCCC1	17	-0.4	1	-3	-4	0	7	27	26
62	CCC(C)(C)NC(=O)C(c1ccccc1Cl)N(C(=O)CCC(=O)Nc1cc(C)on1)C1CC1 (stereo not given)	-47	1.3	-5	0	15	2	7	33	26
63	C[C@H]1[C@H](NC(=O)C(=NOC(C)(C)C(=O)O)c2csc(N)n2)C(=O)N1S(=O)(=O)O	-1	-0.8	2	-8	-7	1	16	6	5
64	O=C(Nc1ccncc1)Nc1ccccn1	-3	-1.1	-7	5	-8	-4	5	-3	-10
65	CC(C)(O)C#Cc1ccc(CNC[C@H]2O[C@@H](n3cnc4c(N)ncnc43)[C@H](O)[C@@H]2O)s1	5	5.1	nt	0	-4	nt	-14	12	37
66	CNC(=O)c1ccc(-c2cc3onc(-c4ccccc4)c3c(=O)n2C)cc1	-109	2.0	-8	-1	-5	-1	0	12	26
67	COc1cc(/C=C2/C(=O)N(c3cccc(Br)c3)N=C2C)cc(OC)c1O	6	0.7	54*	-2	59*	-10	-10	19	30
68	CC(C)(C)OC(=O)C[C@@H]1C/C=C\C[C@@H](CC(=O)N(CCO)Cc2ccccc2)C(=O)NC[C@H](c2ccccc2)OC1=O	60*	2.1	14	-1	19	2	-1	20	0
69	CC1CCN(C(=O)COC(=O)/C=C/c2ccc(Br)o2)CC1	-2	1.1	7	-3	-1	2	7	2	2
70	CCCCn1cc2c(c1-c1cccc(C)c1)c(=O)n(C)c(=O)n2C	19	0.7	9	0	3	0	13	24	18
71	CCn1c(SCc2ccc([N+](=O)[O-])cc2)nnc1C(C)NC(=O)c1ccc(C)cc1 (stereo not given)	13	-1.0	-3	-1	6	1	2	12	8

# Arranged by value in Mdm2-MdmX inh (ascending): some entries from above.
cpd | SMILES | Mdm2-MdmX inh | APJ antagonist | XBP1 UPR activ | CXCR6 block
64 | O=C(Nc1ccncc1)Nc1ccccn1 | -3 | -7 | 5 | -8
67 | COc1cc(/C=C2/C(=O)N(c3cccc(Br)c3)N=C2C)cc(OC)c1O | 6 | 54* | -2 | 59*
71 | CCn1c(SCc2ccc([N+](=O)[O-])cc2)nnc1C(C)NC(=O)c1ccc(C)cc1 (stereo not given) | 13 | -3 | -1 | 6
